Screening results (PubChem BioAssay)
LDHA block: blocks human lactate dehydrogenase A; activity change, % (values are at about 110 or 230 µM); purified LDHA, NADH/diaphorase-resazurin fluorescence; hits give low values; P00338; 480,000 compounds, 0.15% hits; in the data active = activity change below about -30%; inconclusive = mostly about -25% to -30%;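 note: plate controls were DMSO wells for no effect and wells without enzyme for full effect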
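Human LDH5 (2 nM) was incubated with 0.06 mM NADH and 0.2 mM pyruvate for 5 min at room temperature in Tris pH 7.4. Remaining NADH was coupled through diaphorase/resazurin, and resorufin fluorescence was read at 0 and 20 min.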
D2 antag: antagonizes the human D2 dopamine receptor. P14416. HEK293 TREx D2 cells, calcium flux, dopamine EC80. inhibition, % at 10 µM. 340,000 compounds, 2% hits; in the data active = inhibition above about 30%; note: 0% is about no effect
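Calcium mobilization kinetics were recorded at 1 s intervals in tetracycline-induced HEK293 T-REx D2 cells, first for 180 s after compound addition and then 180 s after EC80 dopamine.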
RGS4 inhibitor: human RGS4 inhibition; P49798; Transcreener GDP fluorescence polarization, RGS4-accelerated GTP hydrolysis; Potency, µM (top dose mostly 114 µM), for the others: at the top dose activity change, negative = inhibition, most hits filed as inhibitors; 390,000 compounds, 0.039% hits; note: potency is the fitted concentration of half-maximal effect; % is set by controls: 0 for no effect and ±100 for the full control effect; nearly all actives have a fitted effect of over 75% in size; some results filed as inactive show a strong effect at the top dose
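MLSMR compounds (23 nl, pin-transferred) preincubated 10 min at room temperature with a 500nM (2x) first reagent, then RGS4 at 900nM (2x) plus Transcreener GDP mix added; fluorescence polarization (620/688 nm) read before and after 90 min at 30 °C.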
ERG Ets-DNA blk: inhibitors of human ERG Ets domain-DNA interaction; fluorescence polarization, His-ERG Ets domain / labelled DNA; P11308; 370,000 compounds, 0.028% hits; Potency, µM (top dose mostly 76.9 µM), for inactives: at the highest dose FP activity, negative = inhibition, most hits filed as inhibitors; AID 624246; active = well fitted inhibition curve with a large enough effect in the polarisation, with a control signal flat; inconclusive = small, poorly fitted or top-dose-only effect, or effect the other way, or a change in a side signal; inactive = no such curve, though single readings can be large or run the other way; the % refers to the polarisation;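 note: polarization taken with two DNA probes labelled with fluorescein and Texas red; potency is the fitted concentration of half-maximal effect; % of control where 0% means no effect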
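His-tagged ERG Ets domain (1 uM in the protein solution; 300mM KCl, 50mM Tris-HCl, 1mM EDTA, 1mM DTT, pH 7.5) received compound, then a probe mix of 5 nM fluorescein-DNA and 100nM Texas-615-DNA. Fluorescence polarization was read for both dyes.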
Glioma ERSR ind: induces the endoplasmic reticulum stress response in human glioma cells; Potency, µM, without a hit: at the highest dose activation, most hits filed as activators; 420,000 compounds, 0.02% hits; U87-MG GRP78 promoter luciferase reporter, 16 h; note: potency is the fitted concentration of half-maximal effect; series mostly up to about 76 µM; % of control where 0% means no effect; nearly all actives have a fitted effect of over 35% in size
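Stably transfected U87-MG glioma cells carrying a GRP78-based luciferase sensor; 16 h compound incubation. Luminescence end-point read 10 min after Bright-Glo addition at room temperature.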
D2 ag: D2 dopamine receptor (human) agonism; P14416; HEK293 T-REx D2 cells, calcium flux agonist mode; activation, % at 2 µM; 340,000 compounds, 0.53% hits; AID 485358;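 active = activation over 3 SD above normal in the single-dose calcium agonist read, cut at about 30% in these data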; note: 0% is about no effect
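Tetracycline-induced HEK293 Trex cells with D2 receptor force-coupled to calcium signaling, plated overnight at 30 C and loaded with no-wash calcium dye. Calcium flux read kinetically for 180 s after compound addition; responses flag agonists.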
12-LOX inh: blocks human arachidonate 12S-lipoxygenase; 580,000 compounds, 1.1% hits; purified 12hLO, xylenol orange hydroperoxide absorbance; Potency, µM (top dose mostly 108 µM), without a hit: at the top dose activity change, negative = inhibition, hits mostly inhibitors; P18054; AID 1671190; note: potency is the fitted concentration of half-maximal effect; % is set by controls: 0 for no effect and ±100 for the full control effect
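Purified human 12hLO (150 nM final) in 25 mM Hepes, 0.01% Triton X-100, pH 7.0 was preincubated 15 min at room temperature with compound. Then 40 uM arachidonic acid was added, 30 min. Hydroperoxide was read by Fe-XO absorbance ratio 573/405 nm.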
Vif-APOBEC3F blk: blocks the Vif interaction with APOBEC3F | 390,000 compounds, 0.2% hits | Potency, µM (highest dose often 46.1 µM), for inactives: at the highest dose activity, negative = active | AID 602313 | HeLa A3F-eYFP + Vif (tagged APOBEC3F with the HIV-1 protein that degrades it), YFP fluorescence increase; note: potency is the fitted concentration of half-maximal effect; % of control where 0% means no effect; nearly all actives have a fitted effect of over 65% in size
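HeLa cells stably expressing A3F-eYFP plus Vif, plated and incubated overnight at 37 deg C, then exposed to compounds overnight at 37 deg C. Blocked degradation read as raised yellow fluorescence (Ex 488/Em 500-530).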
Vif-APOBEC3G blk: Vif-A3G binding inhibition | Q9HC16 | HeLa A3G-eYFP + Vif (tagged APOBEC3G with the HIV-1 protein that degrades it), YFP fluorescence, overnight | Potency, µM (series often up to 46.1 µM), for inactives: at the top dose activity, negative = active, hits mostly inhibitors | 410,000 compounds, 0.076% hits | AID 602310;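 note: potency is the fitted concentration of half-maximal effect; % is set by controls: 0 for no effect and ±100 for the full control effect; nearly all actives have a fitted effect of over 60% in size; hits raise eYFP signal because A3G escapes Vif-driven loss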
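Read-out is eYFP fluorescence (Ex 488/Em 500-530) from Vif-expressing HeLa A3G-eYFP cells; more signal means A3G escaped Vif-mediated degradation. Cells plated overnight, compound pinned in, incubated overnight at 37 deg C.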
An asterisk follows results filed as active; & = joins results of further samples; [ ] = dose if it differs, or a comment. Unless noted, calls come from the whole dose curve; as a rule, active = well fitted curve in the direction sought with a large enough effect; inconclusive = small, poorly fitted or top-dose-only effect, or another doubt; inactive = no such curve, though single readings can be large; an effect the other way counts as inactive or inconclusive.

What do the screens show for `COc1ccc(C)cc1NC(=O)NC(C)c1c(-n2cccc2)sc(C)c1C` (stereo not drawn)?
LDHA block: -8; RGS4 inhibitor: 21%; ERG Ets-DNA blk: -2%; D2 ag: 0.7; 12-LOX inh: -20%

Results for Cc1noc(C)c1C(=O)Nc1cccc2ncccc12 ?
LDHA block: 3; D2 antag: 4; RGS4 inhibitor: 0%; ERG Ets-DNA blk: 3%; Glioma ERSR ind: -5%; D2 ag: 0.4; 12-LOX inh: -9%; Vif-APOBEC3F blk: 1%; Vif-APOBEC3G blk: -8%

What do the screens show for `Cc1ccc(CNC(=O)C2CCN(C(=O)Nc3ccccc3)CC2)cc1`?
LDHA block: -3; D2 antag: 6; RGS4 inhibitor: -15%; ERG Ets-DNA blk: -21%; Glioma ERSR ind: 1%; D2 ag: -0.5; 12-LOX inh: -4%; Vif-APOBEC3F blk: 2%; Vif-APOBEC3G blk: -4%

Results for Clc1cccc(Cc2ccc(Cl)nn2)c1 ?
LDHA block: -13; D2 antag: 2; RGS4 inhibitor: 4%; ERG Ets-DNA blk: 17%; Glioma ERSR ind: 3%; D2 ag: -0.5; 12-LOX inh: 5%; Vif-APOBEC3F blk: -10%; Vif-APOBEC3G blk: 0%

Results for Cc1nn(C)c2c1c(C(F)(F)F)cc(=O)n2CC(=O)Nc1ccc(F)cc1F ?
LDHA block: -1; RGS4 inhibitor: -14%; ERG Ets-DNA blk: -2%; Glioma ERSR ind: -1%; 12-LOX inh: -24%; Vif-APOBEC3F blk: 2%; Vif-APOBEC3G blk: 2%

What do the screens show for `CC(C)(C)c1ccc(C(=O)NCCN2CCCC2)cc1`?
LDHA block: 7&-3; D2 antag: -23; RGS4 inhibitor: -1%; ERG Ets-DNA blk: 6%; Glioma ERSR ind: -6%; D2 ag: -1.4; 12-LOX inh: -8%&-3%; Vif-APOBEC3F blk: -4%; Vif-APOBEC3G blk: 4%

What do the screens show for `CC(/C=N\N1CCN(Cc2ccc(C)cc2)CC1)=C\c1ccccc1`?
LDHA block: -11; D2 antag: -10; RGS4 inhibitor: 0%; ERG Ets-DNA blk: 1%; Glioma ERSR ind: -4%; D2 ag: 1.6; 12-LOX inh: -2%; Vif-APOBEC3F blk: -3%; Vif-APOBEC3G blk: 0%

How did COc1ccc(CC(=O)NCCc2sc(-c3ccc(Cl)cc3)nc2C)cc1OC do in these assays?
LDHA block: -3; RGS4 inhibitor: 14%; ERG Ets-DNA blk: 1%; Glioma ERSR ind: 4%; D2 ag: -1.0; 12-LOX inh: -27%; Vif-APOBEC3F blk: -9%; Vif-APOBEC3G blk: -1%

What do the screens show for `COc1ccc(-c2noc(CCC(=O)N(C)c3ccccc3C)n2)cc1`?
LDHA block: -7; RGS4 inhibitor: 3%; ERG Ets-DNA blk: -2%; Glioma ERSR ind: 0%; D2 ag: -1.4; 12-LOX inh: -18%; Vif-APOBEC3F blk: 2%; Vif-APOBEC3G blk: 1%

Results for CC(=O)/C=C1/C(=O)Nc2ccccc21 ?
LDHA block: 1; D2 antag: 7; RGS4 inhibitor: inconclusive; ERG Ets-DNA blk: 17%; Glioma ERSR ind: -15%; D2 ag: 1.3; 12-LOX inh: inconclusive; Vif-APOBEC3F blk: 3%; Vif-APOBEC3G blk: inconclusive

Results for Cc1ccc(S(=O)(=O)N2CCN(C(=O)Cc3c(F)cccc3Cl)CC2)cc1 ?
LDHA block: -4; D2 antag: -13; RGS4 inhibitor: 7%; ERG Ets-DNA blk: -8%; Glioma ERSR ind: -1%; D2 ag: 1.2; 12-LOX inh: -3%; Vif-APOBEC3F blk: -11%; Vif-APOBEC3G blk: 0%

How did Cc1ccccc1OCc1nc(-c2ccc(NC(=O)c3ccc4c(c3)OCO4)cc2)no1 do in these assays?
LDHA block: -9; D2 antag: -6; RGS4 inhibitor: -3%[11.4 µM]; ERG Ets-DNA blk: inconclusive; Glioma ERSR ind: 1%; D2 ag: 0.7; 12-LOX inh: 65%[activator]; Vif-APOBEC3F blk: 3%; Vif-APOBEC3G blk: -11%

Results for CC(=O)c1cccc(NC(=O)C2Cc3c(-c4cccc(F)c4)ccnc3O2)c1 (stereo not drawn) ?
LDHA block: -3; Glioma ERSR ind: -4%; 12-LOX inh: -44%; Vif-APOBEC3G blk: -3%

What do the screens show for `COCCCn1c(SCC(=O)Nc2cccc(C)n2)nnc1-c1ccco1`?
LDHA block: 0; D2 antag: -3; RGS4 inhibitor: 1%; ERG Ets-DNA blk: 3%; Glioma ERSR ind: 0%; D2 ag: 0.2; 12-LOX inh: 0%; Vif-APOBEC3F blk: -3%; Vif-APOBEC3G blk: 0%

Results for COc1ccc(CC(=O)OCC(=O)N2CCCC(C)C2)cc1 (stereo not drawn) ?
LDHA block: -3; D2 antag: 0; RGS4 inhibitor: 32%; ERG Ets-DNA blk: -3%; Glioma ERSR ind: 0%; D2 ag: 1.0; 12-LOX inh: -9%; Vif-APOBEC3F blk: 9%; Vif-APOBEC3G blk: 7%

What do the screens show for `Cc1csc(NC(=O)CCc2c(C)nc3cc(-c4cccc(F)c4)nn3c2C)n1`?
LDHA block: -7; D2 antag: -17; RGS4 inhibitor: 6%; ERG Ets-DNA blk: 6%; Glioma ERSR ind: -8%; D2 ag: 0.5; 12-LOX inh: 9%[57.4 µM]; Vif-APOBEC3F blk: -8%; Vif-APOBEC3G blk: -5%

Results for COc1ccc(-c2nc(SCc3ccccc3)n(S(C)(=O)=O)n2)cc1 ?
LDHA block: 9&0; D2 antag: -23; RGS4 inhibitor: -14%; ERG Ets-DNA blk: 5%; Glioma ERSR ind: -4%; D2 ag: 0.9; 12-LOX inh: inconclusive; Vif-APOBEC3F blk: -5%; Vif-APOBEC3G blk: 1%

How did O=C(O)c1ccc(-c2ccc(Cl)cc2Cl)o1 do in these assays?
LDHA block: -7; D2 antag: 1; RGS4 inhibitor: 8%; ERG Ets-DNA blk: -5%; Glioma ERSR ind: 5%; D2 ag: -0.3; 12-LOX inh: inconclusive; Vif-APOBEC3F blk: -5%; Vif-APOBEC3G blk: -1%

Results for Cc1cc(NC(=O)Cn2cnc3c(nnn3-c3ccc(C)c(Cl)c3)c2=O)no1 ?
LDHA block: -4; RGS4 inhibitor: -2%; ERG Ets-DNA blk: 5%; Glioma ERSR ind: -6%; 12-LOX inh: -28%; Vif-APOBEC3F blk: 10%; Vif-APOBEC3G blk: -3%

What do the screens show for `O=c1cc(N2CCN(c3ccccc3)CC2)[nH]c(=O)n1-c1ccccc1Cl`?
LDHA block: 5; D2 antag: 2; RGS4 inhibitor: -14%; ERG Ets-DNA blk: -12%; Glioma ERSR ind: -5%; D2 ag: -0.2; 12-LOX inh: -5%; Vif-APOBEC3F blk: -17%; Vif-APOBEC3G blk: 0%

How did Cc1ccc(S(=O)(=O)Nc2cccc(Oc3cnccn3)c2)cc1 do in these assays?
LDHA block: -6; D2 antag: 7; RGS4 inhibitor: inconclusive; ERG Ets-DNA blk: 7%; Glioma ERSR ind: -1%; D2 ag: -0.6; 12-LOX inh: 0%; Vif-APOBEC3F blk: -5%; Vif-APOBEC3G blk: -26%

How did Cc1cccc(NC(=O)NC(=O)c2ccccc2)n1 do in these assays?
LDHA block: -1; D2 antag: 19; RGS4 inhibitor: -5%; ERG Ets-DNA blk: -2%; Glioma ERSR ind: 2%; D2 ag: -1.3; 12-LOX inh: 0%; Vif-APOBEC3F blk: 2%; Vif-APOBEC3G blk: 1%

What do the screens show for `Cc1cc(C)c(C(=O)CC(=O)c2cccnc2)c(C)c1`?
LDHA block: 3; RGS4 inhibitor: 7%; ERG Ets-DNA blk: -7%; Glioma ERSR ind: 2%; 12-LOX inh: inconclusive; Vif-APOBEC3F blk: -2%; Vif-APOBEC3G blk: 0%

Results for CCc1ccccc1NC(=O)Cn1nnc(C(=O)NCc2ccccc2Cl)c1N ?
LDHA block: -13; RGS4 inhibitor: -7%; ERG Ets-DNA blk: 12%; Glioma ERSR ind: -7%; D2 ag: 0.4; 12-LOX inh: inconclusive; Vif-APOBEC3F blk: -11%; Vif-APOBEC3G blk: 2%

Results for COc1ccccc1S(=O)Cc1ccc(C(=O)O)o1 (stereo not drawn) ?
LDHA block: 2; D2 antag: -23; RGS4 inhibitor: -15%; ERG Ets-DNA blk: -7%; Glioma ERSR ind: -3%; D2 ag: 0.7; 12-LOX inh: -4%; Vif-APOBEC3F blk: 3%; Vif-APOBEC3G blk: 3%

How did OC1(C#CCN2CCCC2)CCCCC1 do in these assays?
LDHA block: -12; D2 antag: -15; RGS4 inhibitor: 5%; ERG Ets-DNA blk: 2%; Glioma ERSR ind: -3%; D2 ag: -0.7; 12-LOX inh: 0%; Vif-APOBEC3F blk: -5%; Vif-APOBEC3G blk: 0%

Results for CC1(C)[C@H](C(=O)O)N2C(=O)C[C@H]2S1(=O)=O ?
LDHA block: -5; RGS4 inhibitor: -7%; ERG Ets-DNA blk: -1%; Glioma ERSR ind: -4%&-1%; 12-LOX inh: inconclusive; Vif-APOBEC3F blk: -6%; Vif-APOBEC3G blk: 1%

How did CCNC(=O)N(C)C[C@H]1N[C@@](C)(C(=O)OC)[C@H]2C(=O)N(C)C(=O)[C@@H]12 do in these assays?
LDHA block: 1; RGS4 inhibitor: -26%; ERG Ets-DNA blk: 11%; Glioma ERSR ind: -1%; 12-LOX inh: inconclusive; Vif-APOBEC3F blk: 8%; Vif-APOBEC3G blk: 0%

How did CCOC(=O)CSc1nc2c(c(=O)[nH]c(=O)n2C)n1CCCc1ccccc1 do in these assays?
LDHA block: 3&-7; D2 antag: -3; RGS4 inhibitor: -12%; ERG Ets-DNA blk: -1%; Glioma ERSR ind: -4%; D2 ag: -0.8; 12-LOX inh: -11%&10%; Vif-APOBEC3F blk: -4%; Vif-APOBEC3G blk: 0%

These rows are one share of the data, so the mix of outcomes need not match the whole.
